Screens deposited in PubChem BioAssay by several laboratories.
CD11b adhes inh = blocks human CD11b/CD18 adhesion to fibrinogen | P05107+P11215 | K562 CD11b/CD18 adhesion to fibrinogen, ATPlite luminescence; Mn2+ added to activate the integrin | inhibition, % at 10 µM | 93,000 tested, 0.54% active | AID 1497;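 active = primary inhibition of 50% or more at 10 µM, then 40% or more on retest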; also: some results filed as inactive read as strong as hits
sEH inh = blocks human soluble epoxide hydrolase activity. recombinant human sEH enzymatic activity assay. inhibition, % at 2 µM. 91,000 tested, 0.34% active. AID 707; in the data active = inhibition above about 80%; also: values of inactives mirror those of a sister screen read the other way; many of its hits are not listed in these tables
Mac1 fbg enh = increases human CD11b/CD18 adhesion to fibrinogen; K562 CD11b/CD18 adhesion to fibrinogen, ATPlite luminescence; activation, % at 10 µM; 93,000 tested, 0.07% active;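 active = 10 µM primary screen giving 50% or more activity, confirmed by 40% or more on retest at that dose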; also: strong numbers were not always called active; reference of the scale not given here
Candida biofilm = kills Candida albicans biofilms; C. albicans biofilm + clotrimazole, Alamar Blue; inhibition, % at 6 µM; 85,000 tested, 0.14% active;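 active = inhibition above 20%; inactive = inhibition below 20%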;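 also: preformed 24 hr biofilms exposed to compound for 48 hr; 0% = biofilm without compound and 100% = blank killed by clotrimazole plus chlorhexidine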
ERb coact inh = blocks coactivator binding to human estrogen receptor beta; Q92731; TR-FRET ER-beta LBD / SRC1-Cy5 peptide binding; receptor agonist-loaded with 1 µM estradiol; inhibition, % at 25.6 µM; 86,000 tested, 1.3% active; AID 633;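 active = compounds whose percent inhibition of the receptor-coactivator binding signal exceeds about 50% in the single-dose screen, limit read from the data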;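 also: 0% = receptor plus peptide wells without compound and 100% = peptide-only wells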
Target sequence (Q92731 whole entry, looked up, the tested form may be a part): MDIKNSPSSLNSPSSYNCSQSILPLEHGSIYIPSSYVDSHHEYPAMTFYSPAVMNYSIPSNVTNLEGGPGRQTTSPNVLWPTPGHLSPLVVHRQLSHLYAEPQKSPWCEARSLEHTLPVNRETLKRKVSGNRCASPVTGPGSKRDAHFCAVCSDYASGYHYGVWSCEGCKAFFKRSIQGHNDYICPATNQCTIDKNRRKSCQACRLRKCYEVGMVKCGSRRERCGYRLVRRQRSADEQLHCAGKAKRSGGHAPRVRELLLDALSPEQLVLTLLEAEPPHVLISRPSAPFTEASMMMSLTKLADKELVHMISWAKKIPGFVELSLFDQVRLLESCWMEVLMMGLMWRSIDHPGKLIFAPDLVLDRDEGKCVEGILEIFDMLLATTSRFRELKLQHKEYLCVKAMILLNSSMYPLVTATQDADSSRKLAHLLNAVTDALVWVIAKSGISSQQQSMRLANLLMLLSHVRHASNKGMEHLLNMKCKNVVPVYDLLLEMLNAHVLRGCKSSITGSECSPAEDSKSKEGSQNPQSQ
sEH activator = activators of human soluble epoxide hydrolase; P34913; purified human sEH enzymatic activity, activator screen; activation, % at 2 µM; 91,000 tested, 0.04% active; in the data active = activation above about 37%; also: values of inactives mirror those of a sister screen read the other way
Smad3 FoxH1 inh = inhibitors of human Smad3 transcription factor binding. P84022. TR-FRET Smad3/Dy647-FoxH1 peptide binding, europium anti-His. inhibition, % at 25 µM. 88,000 tested, 0.29% active. AID 630;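 active = compounds that reduce the energy-transfer binding signal between the protein and its labelled peptide by more than half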;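 also: 0% = Smad3 plus labelled peptide maximal FRET and 100% = peptide-only background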
Target sequence (P84022 whole entry, looked up): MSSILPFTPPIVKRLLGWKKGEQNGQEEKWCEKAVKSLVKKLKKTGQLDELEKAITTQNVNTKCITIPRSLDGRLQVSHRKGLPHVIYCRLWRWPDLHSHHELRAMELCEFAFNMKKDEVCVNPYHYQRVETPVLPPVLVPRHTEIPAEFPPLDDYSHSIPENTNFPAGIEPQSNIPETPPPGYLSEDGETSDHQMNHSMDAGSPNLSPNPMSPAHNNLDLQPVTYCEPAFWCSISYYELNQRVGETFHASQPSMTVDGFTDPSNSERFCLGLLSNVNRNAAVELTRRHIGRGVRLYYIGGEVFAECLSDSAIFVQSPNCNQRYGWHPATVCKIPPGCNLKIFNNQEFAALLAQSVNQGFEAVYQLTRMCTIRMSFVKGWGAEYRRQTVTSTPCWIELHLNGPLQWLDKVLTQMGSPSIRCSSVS
MT1-MMP txn act = MT1-MMP promoter transcription activation; activation factor at 10 µM; AID 750; 86,000 tested, 0.16% active; HT1080 MT1-MMP promoter luciferase reporter, luminescence, overnight; stronger effect = higher value;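 active = activation factor of at least 2 for MT1-MMP transcription at 10 µM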
ERa coact pot = enhances coactivator binding to human estrogen receptor alpha. P03372. TR-FRET ERalpha-LBD/SRC-Cy5 coactivator binding, 2 h; 100 = basal binding, no effect. coactivator binding (% of control), % at 25.6 µM. 86,000 tested, 1.3% active; in the data active = activity above about 200%;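 also: binding measured in presence of low estradiol as agonist stimulus; 0% = peptide alone without receptor and 100% = receptor with peptide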
* hit, by the source's call; · = not tested or not shown; [ ] = remark or other dose. Some of the compounds tested; rates above refer to the full screens.

molecule	CD11b adhes inh	sEH inh	Mac1 fbg enh	Candida biofilm	ERb coact inh	sEH activator	Smad3 FoxH1 inh	MT1-MMP txn act	ERa coact pot
Cc1ccc(N2C(=O)c3ccc(C(=O)N4CCN(c5ccccc5F)CC4)cc3C2=O)cc1	4	·	0	-3	4[fluorescence artefact?]	·	-9	·	65[fluorescence artefact?]
O=S(=O)(c1ccc(Oc2ccc(Br)cc2)cc1)N1CCOCC1	83	-13	-9	4	-8	14	8	1.1	118
Cc1nnc2n(Cc3ccccc3)c(=O)c3c4c(sc3n12)COC(C(C)C)C4 (stereo unspecified)	-3	14	6	·	·	-14	·	1.1	·
COC(=O)c1sc(S(=O)(=O)Nc2ccc3cn[nH]c3c2)c(C(=O)OC)c1C	-33	-3	6	6	4	6	4	1.2	109
O=C(c1ccc2c(c1)OCCO2)C1CCN(C(=O)c2ccc(F)cc2)CC1	-12	8	1	-2	-8[fluorescence artefact?]	-7	2	1.4	106
COc1ccc(N2CCN(C3CC(=O)N(C)C3=O)CC2)cc1 (stereo unspecified)	4	-2	3	4	7[fluorescence artefact?]	2	-11	1.3	119
Cn1c(SCc2nc3ccccc3[nH]2)nnc1-c1cnccn1	-14	·	-2	8	2	·	9	1.2	111
Cc1cccc(-c2noc(CN(C(C)C)S(=O)(=O)c3ccc(F)cc3)n2)c1	20	-3	15	-4	-4[fluorescence artefact?]	5	-10	1	101
C=CCN(CC=C)c1nc2ccccc2nc1C(C#N)C(=O)OCCOC (stereo unspecified)	-8	-14	-1	3	-11	14	3	1	102
CCN(CC(F)(F)C(F)F)S(=O)(=O)c1ccc(NC(=O)OC)cc1	·	17	·	5	-6	-17	3	0.9	95
CCOc1ccc(C(C)C)cc1S(=O)(=O)Nc1ccc(Cl)cn1	-7	11	2	4	-8	-9	1	1.2	107
Cc1cccc(C)c1-n1c(C)cc(/C=N\Nc2ccc([N+](=O)[O-])cn2)c1C	14	8	-1	9	9	-9	2	1.1	93
CCSc1nnc(Cc2cc(=O)[nH]c(=O)[nH]2)n1-c1cccc(C)c1	·	·	·	10	-2	·	11[fluorescence artefact?]	·	104
COc1ccc(N(CC(=O)NC(C)(C)C)S(=O)(=O)c2ccccc2)cc1OC	1	-8	-3	8	-8	6	2	1	125
COc1ccc(OC)c(S(=O)(=O)NCc2ccccc2)c1	-1	2	-3	8	2[fluorescence artefact?]	-1	-15	1.3	108
Cc1ccc(S(=O)(=O)N(c2cccc(C)c2)C2CCS(=O)(=O)C2)cc1 (stereo unspecified)	-1	-5	-1	11	1	3	0	1.1	94
O=C(Nc1nc2n(n1)C(c1ccccc1)C=C(c1ccccc1)N2)c1ccco1 (stereo unspecified)	-2	·	1	7	28	·	13	1.1	130[fluorescence artefact?]
Cc1ccc(SCc2nc(-c3ccccn3)no2)cc1	-3	7	3	-1	-4	-7	-9	1.3	108
CCCCn1cnc2c1c(=O)n(CC(=O)c1cc(C)n(C)c1C)c(=O)n2CC(C)C	-4	4	0	5	-1	-1	4	1.1	92
O=C(Nc1sc2c(c1C(=O)c1ccc(Cl)cc1)CCCC2)c1cccnc1	27	-2	0	·	·	4	·	·	·
CC(C)N(C(=O)c1ccc2nc3c4ccccc4c4ccccc4c3nc2c1)C(C)C	·	3	·	5	-8	-3	2	1.2	100
COc1cccc(-c2nnc(NC(C)=O)o2)c1	·	·	·	8	-4	·	-3	1.1	125
O=C(Nc1cccc(C(=O)O)c1)/C(=C\c1ccccc1)NC(=O)c1ccccc1Cl	-10	-10	-8	·	·	8	·	·	·
COCc1cc(C)nc(OCC(=O)N/N=C\c2cc(C)n(-c3cccc(C(F)(F)F)c3)c2C)c1C#N	1	9	-1	·	·	-8	·	·	·
COC(=O)COc1ccc(S(=O)(=O)NCCC2=CCCCC2)cc1C	6	·	0	1	-7[fluorescence artefact?]	·	-12	1	107
NC(=O)C1=NOC(CNc2ncc(C(F)(F)F)cc2Cl)C1 (stereo unspecified)	-16	-8	-2	2	-7[fluorescence artefact?]	7	2	1.4	101
CN(C)c1nc(Nc2ccc(Cl)cc2)nc(OCC#N)n1	-2	6	-8	1	-4	-8	4	1	97[fluorescence artefact?]
Cc1cccc(Oc2nc(-c3cccc([N+](=O)[O-])c3)nc3ccccc23)c1C	0	-6	2	·	·	6	·	·	·
Cc1c(NC(=O)CSc2nncc3ccccc23)c(=O)n(-c2ccccc2)n1C	·	-6	·	-2	-4	6	5	1.1	113[fluorescence artefact?]
CSc1cccc(NC(=O)CSc2nnc(C)s2)c1	·	-8	·	7	-5	4	-4	1.1	94
O=C(N/N=C/C=C/c1ccccc1)c1cnccn1	-44	8	0	0	2	-7	7	1.3	97
CC(NC(=O)c1ccccc1NC(=O)CSc1nnnn1C)c1ccccc1 (stereo unspecified)	-3	-6	-3	1	0	9	2	·	106
O=C(NCCCN1CCOCC1)c1cc2ccccc2o1	-4	15	-2	·	·	-12	·	·	·
Cn1nnnc1SCc1ccc(C(=O)Nc2nccs2)cc1	9	·	-7	3	-10	·	-11	1.7	68
CCN(CC)C(=O)CN1C(=O)C2CC=C(Cl)CC2C1=O (stereo unspecified)	-8	-13	-3	2	1[fluorescence artefact?]	15	-5	1	98
Cc1ccc2nc(N/N=C\c3ccc([N+](=O)[O-])o3)nc(-c3ccccc3)c2c1	-20	8	5	9	33	-5	6	1	68[fluorescence artefact?]
CCOc1ccc(NC(=O)CCN2CCN(S(=O)(=O)c3cc(Cl)ccc3OC)CC2)cc1	-18	21	0	·	·	-22	·	1.1	·
COc1ccccc1NC(=O)Nc1ncccc1C	-3	5	-3	3	0	-4	6	1.1	119[fluorescence artefact?]
COc1ccc2cc3cc(C(=O)N4CCN(c5ccccc5)CC4)oc3nc2c1	-44	-14	1	0	0	10	-204	1.1	100
CCOc1ccc2[nH]cc(C(=O)N3CCN(CC)CC3)c(=O)c2c1	-10	12	-4	-4	4	-10	-12	1	118
O=C(O)C1CC(O)CN1C(=O)c1ccco1 (stereo unspecified)	-6	7	-1	·	·	-5	·	·	·
CCOC(=O)N1CCC(NS(=O)(=O)c2ccc3c(c2)OCC(=O)N3)CC1	-14	12	0	1	0	-10	-1	1.1	105
CCC(=O)Nc1c(C)nn(C(=O)CC)c1C	-23	12	-2	-2	9	-13	-5	1.1	103
COc1ccccc1C(=O)Oc1cc(N)n(S(=O)(=O)c2ccc(C)cc2)n1	17	24	-3	·	·	-25	·	1.1	·
Cn1c(SCC(=O)NCc2ccccc2)nc2ccccc21	10	·	-3	5	13	·	2	1.1	90
CCOC(=O)Cn1c(=NC(=O)CSC(C)=O)sc2cc(F)ccc21	0	12	7	9	13[fluorescence artefact?]	-10	21[fluorescence artefact?]	·	135[fluorescence artefact?]
COc1ccc(OCCCC(=O)Nc2cccnc2)cc1	10	7	-4	6	10	-5	-5	1	86
N#Cc1ccccc1CSc1ccc(-c2nc3ccccc3[nH]2)cn1	11	38	1	·	·	-38	·	·	·
Cc1ccccc1OCc1nnc(SCC(=O)NCc2ccccc2)n1C	-10	8	2	6	-3	-6	0	1.1	113
NC(=O)c1c(N)sc2c1CCCCC2	-10	·	4	3	4	·	1	1.1	79
CCOC(=O)c1cc(-c2ccc(C)cc2)n(CCC(=O)NCCN(C)C)c1C	12	-10	-2	6	-23	11	-9	1.1	104
CC(C)(C)S(=O)(=O)c1c(C(=O)O)cccc1C(=O)O	-6	6	0	·	1	-8	-5	1	116
COc1ccc(N(C)C(=O)c2cnc(N3CCN(c4ncccn4)CC3)c3ccccc23)cc1	3	-1	2	4	0	1	1	1.2	93
CCOc1c(CNCCN2CCOCC2)cccc1OC	-13	-9	-1	-9	-12	6	-24	1.1	97
CS(=O)(=O)N1CCN(C(=O)c2ccc(Br)s2)CC1	2	3	6	0	-41	-5	14[fluorescence artefact?]	1.1	107
NCCc1nnc(SCc2ccc(F)cc2)o1	-7	4	-2	-3	-10	-5	0	1	118
CCC(C)N1C(=O)CCC1C(=O)N1CCN(c2ccc(F)cc2)CC1 (stereo unspecified)	-20	-2	4	6	-4	4	-1	·	115
CCOC(=O)C1CCN(C(=O)Cn2cc(C(=O)c3ccco3)c3ccccc32)CC1	0	-2	-1	8	-17	5	-2	1.2	98
CC1CCCC(NC(=O)Cc2ccc(Br)cc2)C1C (stereo unspecified)	·	53	·	5	-8	-52	6	1	101
O=C(c1ccccc1)c1coc2ccc(O)c(CN3CCOCC3)c12	4	6	0	3	-2	-4	5	0.9	111[fluorescence artefact?]

An excerpt from above in order of the sEH activator value, descending.
canonical_smiles | sEH activator
O=C(Nc1sc2c(c1C(=O)c1ccc(Cl)cc1)CCCC2)c1cccnc1 | 4
CCOc1ccc(C(C)C)cc1S(=O)(=O)Nc1ccc(Cl)cn1 | -9
CCOC(=O)Cn1c(=NC(=O)CSC(C)=O)sc2cc(F)ccc21 | -10

New compounds follow.
molecule	CD11b adhes inh	sEH inh	Mac1 fbg enh	Candida biofilm	ERb coact inh	sEH activator	Smad3 FoxH1 inh	MT1-MMP txn act	ERa coact pot
CCOCCCNC(=O)c1cn(CC(C)C)c(=O)c2cc(OC)c(OC)cc12	-12	·	6	13	-4	·	-1	1.1	92
Nc1nc(Nc2cccc(C(F)(F)F)c2)nc(C(F)(F)F)n1	-12	-6	0	1	2	6	-8	1.2	87
COc1ccc(-n2ncc3c(NCc4cccs4)ncnc32)cc1	-3	-6	-6	3	-6	2	2	1.6	97[fluorescence artefact?]
Cc1nc2ncnn2c(C)c1CCC(=O)N1CCN(Cc2ccccc2)CC1	10	2	3	0	0	0	0	1	107
CCOC(=O)N1CCN(S(=O)(=O)c2ccc(OCC)cc2)CC1	2	-6	-3	·	·	7	·	·	·
Cc1ccccc1C(=O)NC(=S)NCC1CCCO1 (stereo unspecified)	0	-3	2	·	·	6	·	·	·
NC(=O)c1c(NC(=O)CSc2nnc(-c3ccco3)n2N)sc2c1CCCC2	9	-16	18	·	·	14	·	·	·
C/C(CC(O)c1ccc2ccccc2n1)=N/O (stereo unspecified)	-6	4	2	8	-14	-1	4	·	108
CC(C)(C)C1CCc2nc(NC(=O)Cc3cn4ccsc4n3)sc2C1 (stereo unspecified)	12	·	-3	6	-2[fluorescence artefact?]	·	1	1.5	101
Cc1ccc(SCCNS(=O)(=O)c2ccc3c(c2)OCCO3)cc1	·	4	·	2	-5	-2	6[fluorescence artefact?]	0.9	101
CC(=O)C1=C(O)CCC1=NCCc1ccccc1	-22	11	-2	-2	-2	-10	17	1.1	106
O=C(NC(=S)NC1CC1)c1cccnc1	·	2	·	4	-2	-3	6	1	106
CCCc1nc2sc3c(c2c(=O)n1NC(=O)CCCl)CCCC3	6	5	-2	-7	4	-2	-23	0.8	85
Cc1cc(C)n(-c2ncnc3sc(C)c(C)c23)n1	-38	0	2	1	-7	4	-4	1.2	114
COc1ccc(C(c2nnnn2CCc2ccccc2)N2CCN(C3CCCC3)CC2)cc1OC (stereo unspecified)	-3	·	-2	5	93*[fluorescence artefact?]	·	-2	1.2	102
Cc1ccc(CN2CCN(C(=O)c3ccco3)CC2)cc1	·	-3	·	4	-12	3	-3	1.1	120
COc1ccccc1Oc1ccc(S(=O)(=O)N2CCCC2)cc1	7	2	-1	9	-5	-1	11	1.3	120
